Bioassay records as filed in PubChem BioAssay.
PP5 inh – PP5 phosphatase inhibitors, primary screen, biochemical, fluorescence; Serine/threonine-protein phosphatase 5 (Homo sapiens), P53041; purified PP5c, OMFP substrate fluorescence; inhibition, % at 6.7 µM; 320,000 compounds, 0.18% hits; AID 1987, 2009;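 active means inhibition above the campaign's mean inhibition across all tested compounds plus 3 SD, cut at about 9.5% in these data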;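 further: 0% = DMSO only and 100% = 100 µM cantharidin control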
GASC-1 inh – inhibitors of GASC-1 histone demethylase, primary screen, biochemical, fluorescence, DELFIA europium | Lysine-specific demethylase 4C (Homo sapiens), Q9H3R0 | GST-JMJD2C(1-420) H3K9me3 demethylation | inhibition, % at 2.35 µM | 330,000 compounds, 0.069% hits | AID 2099, 2009;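 active means more than half of a compound's replicate wells show inhibition beyond 50%, single wells judged on their own value; inconclusive means some, but no more than half, of replicates pass 50% inhibition; inactive means no replicate passes 50% inhibition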;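 further: signal counts dimethyl H3K9 product captured on neutravidin plate; 0% = median of DMSO wells and 100% = 0.3 times that DMSO median; strong numbers were not always called active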
Target sequence (Q9H3R0 1-420 limits assumed): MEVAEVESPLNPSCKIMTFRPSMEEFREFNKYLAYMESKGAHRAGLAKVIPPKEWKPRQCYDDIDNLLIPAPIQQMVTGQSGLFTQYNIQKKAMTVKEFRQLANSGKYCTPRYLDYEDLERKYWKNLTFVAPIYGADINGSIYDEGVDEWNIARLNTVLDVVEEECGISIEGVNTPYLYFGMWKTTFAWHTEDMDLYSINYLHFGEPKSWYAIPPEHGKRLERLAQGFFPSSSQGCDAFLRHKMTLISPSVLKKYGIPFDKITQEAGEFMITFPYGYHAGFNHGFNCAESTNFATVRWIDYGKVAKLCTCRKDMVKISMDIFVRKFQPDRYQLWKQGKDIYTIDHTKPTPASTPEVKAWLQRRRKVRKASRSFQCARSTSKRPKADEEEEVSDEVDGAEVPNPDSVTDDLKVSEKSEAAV
procasp3 activ – activators of human procaspase-3 D3A mutant, primary screen, biochemical, absorbance, PC-3 D3A mutant, single concentration; recombinant procaspase-3 D3A, Ac-DEVD-pNA absorbance 405 nm; activation, % at 8.5 µM; 330,000 compounds, 0.11% hits; AID 463141, 2010;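 active means activation above the mean of all tested compounds plus 3 SD, cut at about 21% in these data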;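 further: 0% = DMSO alone and 100% = DMSO wells spiked with extra 5 µM PC-3 D3A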
Target sequence (P42574 whole entry D9A/D28A/D175A): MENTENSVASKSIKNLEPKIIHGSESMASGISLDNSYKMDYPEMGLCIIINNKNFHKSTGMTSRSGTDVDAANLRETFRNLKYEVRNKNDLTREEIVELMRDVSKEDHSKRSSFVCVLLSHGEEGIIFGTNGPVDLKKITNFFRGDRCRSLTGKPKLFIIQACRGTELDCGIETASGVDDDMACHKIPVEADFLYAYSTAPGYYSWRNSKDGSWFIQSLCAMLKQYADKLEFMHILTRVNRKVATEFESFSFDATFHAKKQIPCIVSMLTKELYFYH
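Technique: 405 nm absorbance of p-nitroaniline, reads at 0 and 120 min; Test system: Procaspase-3 D3A mutant; Incubation: 1 h enzyme-compound preincubation, then 2 h substrate reaction, 25 °C; Repeats: singlicate, each compound tested once; Benchmarks: low control DMSO wells, high control DMSO plus 5 µM PC-3 D3A.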
proCasp7 act – procaspase-7 activators, primary screen, counter-screen for procaspase-3 activator project, biochemical, absorbance, HTS, human. Caspase-7 (Homo sapiens), P55210. recombinant procaspase-7, Ac-DEVD-pNA absorbance 405 nm; D23A/D198A/D206A triple mutant, cannot self-cleave; scale: DMSO 0, 5 µM enzyme 100. activation, % at 8.5 µM. 330,000 compounds, 0.093% hits. AID 463210, 2010;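 active means percent activation above the screen-wide mean plus 3 SD, cut at about 25% in these data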
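Assay system – Uncleavable procaspase-7 mutant enzyme · Quantity – 2 µM procaspase-7 mutant as dispensed · Times – 1 h preincubation, 2 h reaction · Dosing – single nominal 8.5 µM compound dose, 0.8% DMSO final · Buffer or medium – Zinc-free 50 mM HEPES buffer, pH 7.4, with NaCl and Triton X-100 · Detection – Epi-absorbance of released pNA at 405 nm, two timepoints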
TPT1 inhibitor – Candida albicans TPT1 enzyme inhibitors, primary screen, biochemical, fluorescence polarization; recombinant caTPT1, FP RNA substrate dephosphorylation; inhibition, % at 5 µM; tRNA 2'-phosphotransferase TPT1 (Candida albicans SC5314); 300,000 compounds, 0.81% hits; AID 1962, 2009;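 active means inhibition above the mean of all tested compounds plus 3 SD, set per screening campaign, cut at about 24% in these data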;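 further: plate controls were DMSO alone for no effect and ferristatin control at 100 nM for full effect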
CTSL1 counter – Fasciola hepatica cathepsin L1 inhibitors, primary screen, counter-screen for PFM18AAP inhibitor project, biochemical, QFRET, fluorogenic peptide substrate. inhibition, % at 5.96 µM. recombinant F. hepatica cathepsin L1, Z-Leu-Arg-MCA fluorescence. 300,000 compounds, 0.49% hits;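 active means inhibition above the mean of all tested compounds plus 3 SD, set per screening campaign, cut at about 17% in these data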;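 further: 0% = plate median of test compound wells and 100% = 1 µM Z-Phe-Ala-diazomethylketone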
HCV core dimer – inhibitors of HCV core protein dimerization, primary screen, biochemical, TR-FRET, high-throughput; TR-FRET GST/Flag-core106 dimerization, 1536-well; inhibition, % at 5 µM; 300,000 compounds, 0.33% hits;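 active means inhibition above the mean of all tested compounds plus 3 SD, set per screening campaign, cut at about 45% in these data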
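Assay system – GST-tagged and Flag-tagged HCV core protein residues 1-106 · Quantity – core106 proteins, GST 13.5 nM and Flag 17 nM · Benchmarks – unlabelled core106 and no-GST-core106 wells · Read-out basis – percent inhibition of core106 dimerization signal · Detection – time-resolved FRET, ex 340 nm, em 617 and 671 nm · Schedule – 4 h at 22.5 °C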
PP1 inh – PP1-alpha phosphatase inhibitors, primary screen, counter-screen for PP5 inhibitor project, biochemical, fluorescence, OMFP substrate, single point. Serine/threonine-protein phosphatase PP1-alpha catalytic subunit (Homo sapiens), P62136. purified PP1alpha. inhibition, % at 6.7 µM. 320,000 compounds, 0.9% hits;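 active means inhibition above the mean inhibition of all tested compounds plus 3 SD, computed separately for each screening campaign, cut at about 15% in these data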
Target sequence (P62136 whole entry, looked up): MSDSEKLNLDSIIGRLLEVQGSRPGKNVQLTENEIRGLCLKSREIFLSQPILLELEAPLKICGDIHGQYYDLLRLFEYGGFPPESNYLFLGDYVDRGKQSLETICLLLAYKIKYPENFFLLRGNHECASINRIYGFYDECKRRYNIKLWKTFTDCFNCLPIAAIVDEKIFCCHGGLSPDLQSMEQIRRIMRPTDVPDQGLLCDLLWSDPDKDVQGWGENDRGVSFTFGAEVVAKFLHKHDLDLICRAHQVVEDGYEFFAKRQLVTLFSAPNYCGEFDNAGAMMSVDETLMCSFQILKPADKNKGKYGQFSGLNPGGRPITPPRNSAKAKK
Efflux pump mplx – inhibitors of Candida efflux pumps in yeast, primary screen, S. cerevisiae, Nile Red, multiplex. 330,000 compounds, 0.44% hits. inhibition, % at 10 µM. S. cerevisiae Candida pump triplex;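 active means plate passing quality check with inhibition over a set limit, or well fluorescence over plate mean plus 4 SD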;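 further: Nile Red retained in pooled yeast measured as flow cytometry median fluorescence; 0% = buffer negative control and 100% = Enniatin B positive control; higher means more Nile Red kept so more efflux inhibition; some compounds called inactive have numbers as strong as hits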
An asterisk follows results filed as active; i = inactive; ? = inconclusive; · = no result given. Outcome played no part in choosing rows. Share with any hit: about 2.9%.

SMILES	PP5 inh	GASC-1 inh	procasp3 activ	proCasp7 act	TPT1 inhibitor	CTSL1 counter	HCV core dimer	PP1 inh	Efflux pump mplx
O=c1nc(-c2ccccc2)c2cc(SC(F)F)ccc2[nH]1	-0.3	i	7	6	-5	-2	-5	-2	-0.1
O=C(Nc1ccccc1C(=O)N1CCOCC1)c1cc2ccccc2o1	0.0	0	4	8	-1	-2	-2	-2	-0.2
COc1cc([C@H]2c3[nH]c4ccccc4c3C[C@H]3C(=O)N4[C@@H](c5cc(OC)c(OC)c(OC)c5)c5[nH]c6ccccc6c5C[C@H]4C(=O)N23)cc(OC)c1OC	0.0	?	3	10	-2	-3	29	13	0.3
Cc1cc(N/N=C/c2ccccc2O)nc(N2CCOCC2)n1	5.4	5	2	6	-2	3	-1	-1	0.1
Cc1ccc(S(=O)(=O)NC(Cc2ccccc2)C(=O)O)cc1 (stereo unspecified)	-0.7	-18	10	4	0	-2	-3	-1	-0.1
CCN(CC)CCCN1C(=O)c2oc3ccccc3c(=O)c2C1c1cccs1 (stereo unspecified)	-0.5	18	0	-30	2	2	-5	-1	0.0
CC(NC(=O)CCSc1nc(-c2ccco2)cc(C(F)(F)F)n1)c1ccccc1 (stereo unspecified)	2.2	-3	0	6	3	4	3	-1	0.0
CN1CCN(C(c2ccc(C(F)(F)F)cc2)c2cc(Cl)c3cccnc3c2O)CC1 (stereo unspecified)	4.5	2	5	0	-2	1	-8	21*	-0.1
O=C(NCc1ccccc1)C1=C[C@H](c2ccc3c(c2)OCO3)C[C@H](OCc2ccc(CO)cc2)O1	4.0	11	5	-6	2	1	0	2	0.0
O=C(NCc1ccco1)c1ccc([N+](=O)[O-])cc1Cl	-0.9	-30	1	13	0	2	-2	5	0.1
Cc1ccc(CNS(=O)(=O)c2ccc3c(c2)C(C)(C)C(=O)N3C)cc1	2.2	-3	-4	-11	-1	0	0	-7	0.1
O=C(Nc1ccc(Br)cc1)c1ccc(N2C(=O)C3CC=CCC3C2=O)cc1 (stereo unspecified)	2.1	6	0	-5	-3	0	-4	13	0.1
Cc1ccc(OCC(=O)Nc2cccc(-c3nnc(-c4ccccc4)o3)c2)cc1	4.6	0	-1	-3	2	-3	8	5	0.3
CC(=O)c1cccc(NC(=O)CCc2nnc3ccc(NCc4ccco4)nn23)c1	2.4	-1	-7	-1	0	-4	12	1	0.1
Cc1ccc2nc(-c3cccs3)oc(=O)c2c1	-0.1	2	-4	3	4	1	0	-3	0.1
O=S(=O)(NCCCO)c1ccc2c(c1)Cc1cc(S(=O)(=O)NCCCO)ccc1-2	-0.6	9	-3	5	1	-3	-1	-4	0.1
O=C(CCCN1C(=O)/C(=C/c2ccccc2Cl)SC1=S)N1CCOCC1	-0.4	3	1	-1	0	5	-7	-1	-0.1
CCOC(=O)C(C)Sc1nc(C2CC2)cc(C(F)(F)F)c1C#N (stereo unspecified)	2.5	2	-4	-8	3	5	1	2	0.1
COc1ccc(NC(=O)COC(=O)C23CC4CC(CC(Cl)(C4)C2)C3)c(OC)c1	1.0	1	4	-8	-1	12	8	6	0.0
COc1ccccc1NC(=O)c1c(N=Cc2cccc([N+](=O)[O-])c2)cnn1C	1.9	9	6	4	0	5	0	-5	0.1
O=C(CCN=C1NS(=O)(=O)c2ccccc21)OCc1nnc(-c2ccccc2)o1	1.2	-7	-2	5	1	5	7	-6	0.0
Cc1nc2ccc(Br)cc2c2c1CC(CBr)O2 (stereo unspecified)	2.1	1	-9	4	0	1	17	0	-0.2
CCOC(=O)[C@H]1[C@H]2COc3cc(OC)ccc3[C@@H]2N2C(=O)N(c3ccc(Br)cc3)C(=O)[C@@]12C	0.7	-3	3	-5	-6	6	9	1	-0.1
O=C1NCCN1CCNS(=O)(=O)c1ccc(F)cc1	0.9	-3	-3	7	-6	-4	1	-6	0.2
Oc1ccc(C=Nc2ccccc2-c2nc3ccccc3[nH]2)cc1	1.0	2	-3	4	-3	6	-1	-2	0.0
CCOC(=O)C(NC(=O)c1ccccc1)(N1CCCC1=O)C(F)(F)F (stereo unspecified)	2.5	-9	-3	2	-7	0	-3	-1	0.0
Cc1cccc(OCC(=O)NNC(=O)Cn2c(=O)cnc3ccccc32)c1	-1.2	-22	-7	-5	-3	2	-8	1	0.0
O=C(Nc1ccc2c(c1)OCCO2)NC1CCCCC1	0.0	4	5	9	2	3	-1	-2	-0.2
OCCNCc1cccc(Br)c1	-1.1	-2	5	-1	1	-3	-4	1	-0.1
CC(C)OC(=O)Cn1nc(C(c2ccccc2)c2ccccc2)oc1=O	-2.2	-2	-2	-10	0	5	-13	7	-0.1

A second format for part of the listing above.
canonical_smiles: Cc1cccc(OCC(=O)NNC(=O)Cn2c(=O)cnc3ccccc32)c1
  PP5 inh = -1.2
  GASC-1 inh = -22
  procasp3 activ = -7
  proCasp7 act = -5
  TPT1 inhibitor = -3
  CTSL1 counter = 2
  HCV core dimer = -8
  PP1 inh = 1
  Efflux pump mplx = 0.0
canonical_smiles: O=C(CCN=C1NS(=O)(=O)c2ccccc21)OCc1nnc(-c2ccccc2)o1
  PP5 inh = 1.2
  GASC-1 inh = -7
  procasp3 activ = -2
  proCasp7 act = 5
  TPT1 inhibitor = 1
  CTSL1 counter = 5
  HCV core dimer = 7
  PP1 inh = -6
  Efflux pump mplx = 0.0

Later entries.
SMILES	PP5 inh	GASC-1 inh	procasp3 activ	proCasp7 act	TPT1 inhibitor	CTSL1 counter	HCV core dimer	PP1 inh	Efflux pump mplx
O=C1c2ccc(-c3ccc4c(c3)C(=O)N(CCCO)C4=O)cc2C(=O)N1CCCO	0.4	8	0	5	-4	1	1	-2	0.0
O=C1C=C(NCC2CCCO2)C2(CCCCC2)O1 (stereo unspecified)	-0.3	1	-1	-9	3	6	3	0	0.2
COc1cccc(CNC(=O)CNC(=O)c2cccs2)c1	-1.5	2	0	9	-2	1	-6	-2	0.0
N#Cc1cccc(NC(=O)CC2CCCC2)c1	-2.6	-11	6	3	1	2	-6	-4	-0.1
O=C(Cc1ccc([N+](=O)[O-])cc1)N1N=C2CCCCC2C1(O)C(F)(F)F (stereo unspecified)	0.5	-22	3	-1	-1	-4	2	-4	-0.1
Nc1n[nH]c2c1C1(CCCCC1)Cc1ccccc1-2	2.2	10	-5	-2	0	1	2	1	0.1
O=C(NCCCCCCNC(=O)OCCO)OCCO	3.6	?	0	1	0	0	2	1	0.2
CC(=O)NC1=NC(=O)/C(=C/c2cc(C)n(-c3ccc(NC(C)=O)cc3)c2C)S1	-1.7	1	-20	-27	68*	-3	7	4	1.4*
COc1ccc2cc(CN(CC3CCCO3)S(=O)(=O)c3ccccc3)c(=O)[nH]c2c1 (stereo unspecified)	0.5	-2	-3	4	-2	0	-1	-1	0.0
COc1cc2c(C(=O)N3CCN(c4ccccc4)CC3)c(C)oc2cc1Br	1.3	-4	-4	-3	5	-1	5	6	0.1
CCc1cccc2c(=O)c(C(=O)N3CCOCC3)c[nH]c12	1.2	25	4	4	-4	1	-2	3	-0.1
COc1ccccc1-c1ccc(SCC(=O)Nc2cc(C)on2)nn1	1.0	4	2	-2	4	-2	0	-2	0.0
Cc1cc(NS(=O)(=O)c2ccc(NC(=O)CSc3nnc(-c4ccco4)n3C)cc2)nc(C)n1	2.6	-6	4	5	-2	0	-3	-4	-0.1
O=C(NCc1ccccc1)C(c1ccccc1F)N(C(=O)c1csnn1)C1CCCC1 (stereo unspecified)	0.4	i	5	-2	0	0	3	-1	0.1
Cc1cc(C)n(C2CC(=O)N(c3cccc(Cl)c3)C2=O)n1 (stereo unspecified)	0.9	0	5	7	2	2	4	0	-0.1
CC(C)(C)c1ccc(NC(=O)CC2(C(F)(F)F)OCCO2)cc1	2.5	-1	1	7	-2	2	-3	1	0.0
COc1ccc(S(=O)(=O)Nc2c(NC3CCCCC3)c3ccccc3oc2=O)cc1OC	4.3	20	10	0	-1	-3	0	0	-0.1
CCOc1ccc(N(CC(=O)Nc2ccc(C)c(C)c2)S(C)(=O)=O)cc1	-6.0	-1	-2	11	-2	0	-1	-11	0.0
CN1CCN(c2ccc(CNS(=O)(=O)c3ccccc3)cc2)CC1	1.2	2	1	6	-3	1	0	-1	0.2
Cc1ccnc2nc(C(=O)OCC(=O)N(Cc3ccccc3)C(C)C)nn12	·	2	6	-2	·	·	·	·	-0.5
COc1ccc(N(C(C)C(=O)NN=C2CCCC2)S(C)(=O)=O)cc1 (stereo unspecified)	4.6	4	-9	2	3	-1	0	-2	-0.1
COc1ccccc1/C=C/C(=O)NCC(=O)N/N=C(/C)c1ccco1	-4.2	-8	-9	-4	1	-5	-17	2	0.1
CCc1ccc(-c2cc(C)no2)cc1S(=O)(=O)NCc1ccccc1OC	0.5	-2	-3	2	2	2	3	-1	-0.1
COc1ccc(-c2csc(/N=C/N(C)C)n2)cc1OC	-1.8	-37	11	-7	2	2	-7	-4	-0.3
Cc1cccc(C(=S)N2CCOCC2)n1	1.1	4	12	-4	·	·	·	-1	-0.1
C=CCN1C(=S)N[C@@H]2CS(=O)(=O)C[C@@H]21	-0.5	3	-6	9	1	0	5	-3	-0.3
CCC(=O)c1ccccc1OCCN1C(=O)NC(C)(C)C1=O	2.7	19	4	-4	-1	-3	2	-1	-0.1
CCOC(=O)c1c(N2C(=O)C3CC(C)=C(C)CC3C2=O)sc(C)c1C (stereo unspecified)	2.7	10	8	-9	0	-1	7	8	0.1
c1ccc2c(CSCCc3ccncc3)cccc2c1	-1.4	-7	6	-12	1	-1	5	13	-0.2
O=C(NC(=O)N1CCN(c2ccccc2)CC1)c1ccc(Cl)cc1	2.3	4	3	7	-9	3	-1	0	0.1
COc1cccc(CNC(C)C(=O)Nc2ccc(S(=O)(=O)N3CCCC3)cc2)c1 (stereo unspecified)	·	4	-3	-4	·	·	·	·	-0.3
Cc1ccc(CS(=O)(=O)CCC(=O)NCCc2ccccc2)cc1	1.9	-10	7	-2	-3	0	6	-1	-0.1
O=C(COc1ccc(Cl)cc1Cl)N1CCN(C(=O)c2ccco2)CC1	-0.3	1	12	1	-1	0	5	2	0.1
